# Screening data (PubChem)
# HTRA1 inhibitor: blocks human HTRA1 serine peptidase. Q92743. recombinant HTRA1, FP-rhodamine activity-based probe, fluorescence polarization. inhibition, % at 5.96 µM. 340,000 compounds, 0.5% hits. AID 504803; in the data active = inhibition above about 36%;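 note: 0% = enzyme with DMSO and 100% = wells lacking enzyme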
# mABHD4 FP: inhibits mouse alpha/beta hydrolase domain 4. Q8VD66. purified mABHD4, FP-Rh probe fluorescence polarization. inhibition, % at 8.92 µM. 370,000 compounds, 0.54% hits. AID 720543;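 active = inhibition exceeding the mean over every tested compound plus 3 SD, cut at about 30% in these data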;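 note: 0% = plate median of compound wells and 100% = S159A mutant with DMSO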
# Target sequence (Q8VD66 whole entry, looked up, the tested form may be a part): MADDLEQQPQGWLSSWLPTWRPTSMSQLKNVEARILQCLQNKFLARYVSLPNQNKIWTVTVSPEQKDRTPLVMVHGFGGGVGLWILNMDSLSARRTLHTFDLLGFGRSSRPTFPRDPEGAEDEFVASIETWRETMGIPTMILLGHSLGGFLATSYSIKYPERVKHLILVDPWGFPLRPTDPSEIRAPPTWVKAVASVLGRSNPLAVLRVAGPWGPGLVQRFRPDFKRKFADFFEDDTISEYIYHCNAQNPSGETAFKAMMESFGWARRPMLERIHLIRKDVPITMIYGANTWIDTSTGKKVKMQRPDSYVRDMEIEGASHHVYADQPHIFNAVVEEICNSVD
#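 Assay system: mouse ABHD4 enzyme, wild type / Also added: fluorescent activity-based probe FP-Rh / Doses: single nominal dose of 8.92 µM, 0.89% DMSO final / Timing: 45 min compound pre-incubation plus 60 min probe step, 25 °C / Signal: FP readout, ex 525 nm / em 598 nm / Control set: S159A mutant/DMSO as 100%, compound-well median as 0%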
# PRMT1 inh: PRMT1 (human) inhibition, primary screen; inhibition, % at 2.79 µM; AID 652257; 370,000 compounds, 1.3% hits; recombinant PRMT1, activity-based probe fluorescence polarization; Q99873;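 active = inhibition above about 21% made by adding two undisclosed values, limit read from the data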
# Target sequence (Q99873 whole entry, looked up): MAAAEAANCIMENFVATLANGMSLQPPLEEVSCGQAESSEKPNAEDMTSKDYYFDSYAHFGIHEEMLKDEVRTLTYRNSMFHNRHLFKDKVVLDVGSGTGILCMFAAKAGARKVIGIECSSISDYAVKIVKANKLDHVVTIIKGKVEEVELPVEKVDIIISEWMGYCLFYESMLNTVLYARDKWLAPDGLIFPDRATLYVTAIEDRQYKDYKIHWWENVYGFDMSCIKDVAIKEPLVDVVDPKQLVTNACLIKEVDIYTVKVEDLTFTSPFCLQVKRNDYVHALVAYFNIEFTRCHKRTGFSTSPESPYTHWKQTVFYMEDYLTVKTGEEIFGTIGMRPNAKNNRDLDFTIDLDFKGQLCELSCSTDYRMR
# PG9 Ab binder: PG9 antibody binding by small molecule | AID 624416 | inhibition, % at 6.7 µM | TR-FRET gp120-PG9 antibody binding | 360,000 compounds, 0.43% hits; in the data active = inhibition above about 8.5%
# LEDGF integ inh: blocks HIV-1 LEDGF/p75-dependent DNA integration | TR-FRET IN-LEDGF/p75 DNA integration, Eu/Cy5 | inhibition, % at 3.7 µM | 370,000 compounds, 0.64% hits;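 active = inhibition above the screen-wide mean plus 3 SD, cut at about 13% in these data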;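 note: signal is the Cy5 over europium emission ratio at 671 and 618 nm; 0% = plate median of compound wells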
# TCR CD3 inh: inhibitors of human TCR-CD3 interaction | inhibition, % at 9.4 µM | 360,000 compounds, 0.37% hits | TAMRA-labeled TCR probe fluorescence, biochemical; in the data active = inhibition above about 19%;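 note: recombinant mutant TCR 2C K166C tagged with TAMRA read by polarization; 0% = receptor in buffer alone and 100% = receptor with positive control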
# SIAE primary: human SIAE inhibition, primary screen | Q9HAT2 | SIAE FP-Rh probe binding, fluorescence polarization | inhibition, % at 9.66 µM | 370,000 compounds, 0.69% hits;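 active = inhibition above a cutoff: mean of compounds within the control limits plus 3 SD of those, cut at about 17% in these data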;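 note: 0% = plate median of compound wells and 100% = probe without SIAE protein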
# UHRF1 MBD2 ctr: UHRF1 methyl-DNA binding inhibition; Q96T88; UHRF1 binding to methylated oligo, TR-FRET; inhibition, % at 4.4 µM; 370,000 compounds, 0.75% hits; in the data active = inhibition above about 21%;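 note: UHRF1 SRA domain binding a hemimethylated CpG hairpin DNA probe; 0% = median of test compound wells and 100% = reference inhibitor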
# TDP2 absorb: blocks human TDP2 phosphodiesterase activity | 370,000 compounds, 0.34% hits | AID 720702 | recombinant TDP2, T5PNP hydrolysis, p-nitrophenol absorbance 415 nm | inhibition, % at 12.8 µM;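 active = inhibition above the mean of all tested compounds plus 3 SD, set per campaign, cut at about 25% in these data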;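 note: 0% = DMSO with enzyme and 100% = buffer with substrate but no TDP2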
# Target sequence (O95551 whole entry, looked up): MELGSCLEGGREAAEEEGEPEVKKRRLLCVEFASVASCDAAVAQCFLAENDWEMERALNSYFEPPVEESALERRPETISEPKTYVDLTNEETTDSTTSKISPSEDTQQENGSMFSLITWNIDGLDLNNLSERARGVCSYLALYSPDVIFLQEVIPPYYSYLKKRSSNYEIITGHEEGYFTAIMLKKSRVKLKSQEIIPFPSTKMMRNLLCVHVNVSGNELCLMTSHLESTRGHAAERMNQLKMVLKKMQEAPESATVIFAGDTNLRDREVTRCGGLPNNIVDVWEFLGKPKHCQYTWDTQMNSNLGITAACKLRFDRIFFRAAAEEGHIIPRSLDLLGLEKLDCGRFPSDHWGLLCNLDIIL
#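 Test system: Human TDP2 enzyme | Reagent: 5 mM T5PNP | Compound dosing: 12.8 µM single point, 1% DMSO | Incubation: Enzyme reaction with compound for 2 h at 37 °C | Technique: p-Nitrophenol epi absorbance | Read-out: % inhibition relative to enzyme-containing and enzyme-free wells | Benchmarks: High control without enzyme, low control DMSO plus TDP2 | Replicates: Singlicate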
# Tn7 DDE FP: disrupts Tn7 cyclic peptide binding to fibrin D-Dimer-E complex. 370,000 compounds, 0.13% hits. FP displacement of FITC-Tn7 peptide from fibrin DD(E); 0% = median of compound wells per plate. inhibition, % at 8.3 µM;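 active = inhibition above the mean of compounds falling within the control limits plus 3 SD of them, cut at about 14% in these data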;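 note: 0% = plate median of compound wells and 100% = 10 µM Aha-Tn7 peptide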
#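 Also added: labelled Tn7 tracer, 0.1 µM; Assay system: human fibrin DD(E) protein; Amount: 2 µM fibrin DD(E); Schedule: 10 min compound pre-incubation, 3 h probe incubation at room temperature; Repeats: one replicate per compound; Read-out basis: percent inhibition; Measured by: fluorescence polarization of the labelled Tn7 tracer.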
# Starred values were filed as active, the others as inactive; . = not tested or not shown; & = joins results of further samples.
HTRA1 inhibitor	mABHD4 FP	PRMT1 inh	PG9 Ab binder	LEDGF integ inh	TCR CD3 inh	SIAE primary	UHRF1 MBD2 ctr	TDP2 absorb	Tn7 DDE FP	molecule
7.9	4.0	7.5	-0.4	-2.5	-0.3	-1.0	-1.4	-2.9	-0.8	CC(=O)N1Cc2[nH]c3ccccc3c2CC1C(=O)O (configuration not stated)
6.2	1.4	-1.0	-1.3	0.4	2.4	7.4	0.3	20.6	3.1	COc1cccc(NC(=O)CSc2nn3c(=O)c(C)nnc3s2)c1
-52.3	-9.5	-1.3	1.6	2.4	-0.6	-17.2	-0.5	0.2	4.2	COc1ccc2nc(N/C(N)=N/C(=S)Nc3ccccc3)nc(C)c2c1
-4.4	0.3	4.6	-0.3	-4.2	-9.5	2.8	1.4	-10.4	-7.1	O=C(COc1ncnc2ccc(Br)cc12)N1CCOCC1
.	8.2	-0.8	.	-1.4	.	5.2	-2.5	4.5	5.8	Cn1ccc2cc(S(=O)(=O)N3CCN(S(=O)(=O)c4c(F)cccc4F)CC3)ccc21
-11.0	-8.8	-0.3	-2.0	-3.2	3.8	-5.7	-0.3	-18.2	-1.8	CCOc1ccc(NC(=O)C2CCN(S(=O)(=O)c3ccc4c(c3)NC(=O)C(C)S4)CC2)cc1 (configuration not stated)
-11.4	1.1	0.9	-0.8	0.5	1.9	0.6	-4.6	13.3	-2.5	Cc1no[n+]([O-])c1COc1ccccc1/C=C1\NC(=S)NC1=O
6.9	-0.6	7.3	0.4	-0.9	-4.7	-3.8	-0.2	9.4	3.7	O=C(NCc1ccco1)c1cc(S(=O)(=O)N2CCCCC2)ccc1Cl
-7.2	1.7	0.8	1.4	-1.7	3.7	13.2	2.9	0.4	3.0	NCCCC[C@H](NC(=O)C1CCNCC1)c1nnc([C@@H](N)Cc2ccc(O)cc2)o1
1.0	0.5	-0.4	0.5	0.5	2.1	4.6	-2.9	-4.7	0.8	COc1ccc(S(=O)(=O)Nc2cccc3c2O[C@H](CN(C)Cc2ccccc2)[C@@H](C)CN([C@H](C)CO)C3=O)cc1
3.2	-0.2	-3.9	-1.1	-2.0	5.8	0.1	-0.1	4.6	6.2	CC(C)CNc1nc(Oc2ccc(=O)n(C)n2)nc(N2CCOCC2)n1
1.9	1.1	2.7	-0.5	-1.8	-4.9	1.4	-0.1	15.2	-6.7	COc1ccc(C(CC(=O)Nc2ncccc2C)N2Cc3ccccc3C2=O)cc1OC (configuration not stated)
-2.2	1.0	5.4	0.3	1.6	0.5	-1.4	0.1	4.4	-0.3	CN(Cc1ccco1)C(=O)CN1C(=O)NC(c2ccccc2)(c2ccccc2)C1=O
-0.7	-3.9	2.7	-1.9	4.2	-1.1	-5.5	2.4	-9.3	0.9	COc1ccc(CCNC(=O)C2CC2)cc1OC
-15.5	2.0	32.3*	-0.9	2.6	2.5	1.9	-0.1	-4.6	3.9	O=C(CSC1=Nc2ccccc2C2CC=NN12)Nc1ccc(F)cc1Cl (configuration not stated)
-0.2	-5.5	-4.0	-2.8	2.8	4.0	-9.6	-0.6	-9.3	-4.0	CCC(C)N(C(=O)CN1C(=O)NC2(CCc3ccccc32)C1=O)C1CCS(=O)(=O)C1 (configuration not stated)
8.4	4.4	3.0	-0.7	-3.2	-2.7	-1.1	1.4	9.7	2.0	Cc1nc2ccccc2c(=O)n1/N=C/c1ccc(OC(F)F)cc1
6.5	-0.2	5.6	-0.2	4.2	-1.5	-1.1	2.0	-9.1	0.0	Cc1cccc(CS(=O)(=O)Cc2ccc(C(=O)O)o2)c1
-4.0	5.4	-2.4	0.7	1.4	6.0	0.7	7.7	7.7	-1.6	O=C(Nc1ccccn1)C1(c2ccccc2)CCCC1
.	-10.9	11.6	16.9*	4.6	-5.0	-13.7	-7.7	-2.0	2.1	C#CCNC(=O)c1cc2c(Br)ccc(Br)c2nc1N
0.7	1.4	3.8	1.4	-1.7	-3.8	0.9	2.4	1.1	1.3	O=C(CN(Cc1ccccc1)S(=O)(=O)c1ccc(F)cc1)NCc1cccnc1
-1.0	0.0	0.3	-0.5	-2.1	0.5	0.1	0.8	-0.4	8.2	CCOc1nc(C)ccc1-c1noc(C)n1
1.1	9.9	-0.1	-0.1	0.1	-1.5	0.8	-1.9	8.3	1.1	CC(=O)Nc1ccc(-c2csc(Nc3ccc(S(N)(=O)=O)cc3)n2)cc1
.	-14.0	7.2	.	1.2	.	-5.2	-4.5	-5.2	7.6	CN(Cc1cccs1)c1ncnc2ccc(-c3ccc4c(c3)OCO4)cc12
4.0	-2.5	-1.2	2.2	2.2	-9.0	3.6	-0.6	2.4	-1.7	O=C(Cn1cc(C(F)(F)F)cc(Cl)c1=O)NCC1COc2ccccc2O1 (configuration not stated)

# Some of these compounds in order of number of heavy atoms, rising:
HTRA1 inhibitor	mABHD4 FP	PRMT1 inh	PG9 Ab binder	LEDGF integ inh	TCR CD3 inh	SIAE primary	UHRF1 MBD2 ctr	TDP2 absorb	Tn7 DDE FP	molecule
.	-10.9	11.6	16.9*	4.6	-5.0	-13.7	-7.7	-2.0	2.1	C#CCNC(=O)c1cc2c(Br)ccc(Br)c2nc1N
-4.4	0.3	4.6	-0.3	-4.2	-9.5	2.8	1.4	-10.4	-7.1	O=C(COc1ncnc2ccc(Br)cc12)N1CCOCC1
0.7	1.4	3.8	1.4	-1.7	-3.8	0.9	2.4	1.1	1.3	O=C(CN(Cc1ccccc1)S(=O)(=O)c1ccc(F)cc1)NCc1cccnc1

# More results
HTRA1 inhibitor	mABHD4 FP	PRMT1 inh	PG9 Ab binder	LEDGF integ inh	TCR CD3 inh	SIAE primary	UHRF1 MBD2 ctr	TDP2 absorb	Tn7 DDE FP	molecule
4.2	0.1	-2.2	0.3	-2.5	1.3	2.8	0.9	10.6	4.9	COc1cc(F)c(C2=CC(=O)C[C@H](c3ccc4c(c3)OCO4)C2)cc1F
-47.3	-32.0	0.9	-1.9	-0.7	5.0	-10.2	-0.7	-13.0	9.5	CC(C)(C)c1ccc(OCc2nc(-c3ccccn3)no2)c(Br)c1
-17.7	-14.7	1.2	-0.4	4.4	-4.0	4.0	1.2	-15.4	-2.3	Cc1noc(-c2ccccc2)c1NC(=O)Nc1ccc(Cl)cc1
4.5	-0.5	-0.8	0.1	-4.0	1.6	9.1	0.2	3.9	6.2	O=C(COC(=O)c1cccs1)Nc1ccc(F)c(F)c1
8.5	0.2	-2.4	-0.7	1.0	4.8	-1.1	-3.0	11.2	-1.5	C=C1Cn2c(nnc2-c2ccc(Cl)cc2)S1
-3.4	3.5	-1.5	0.2	-1.1	10.5	-0.5	-3.9	-7.9	-8.2	C[C@@H]1CN([C@H](C)CO)C(=O)Cc2cc(NC(=O)CCC(F)(F)F)ccc2O[C@@H]1CN(C)S(=O)(=O)c1ccccc1
-3.1	2.0	-3.5	-2.2	-1.9	-4.5	-0.1	-0.6	-3.0	-2.3	CN1CCN(C(=O)c2cnn3c(C(F)F)cc(C4CC4)nc23)CC1
-7.9	0.8	-6.0	1.8	1.4	5.0	4.5	-0.3	-6.9	-2.8	CC(=O)N1CCN=C1SCc1ccc(Cl)cc1
-17.2	-4.8	-0.4	-3.4	5.3	4.4	0.5	0.2	-6.3	-1.1	O=c1oc2ccccc2c(NC2CCCCC2)c1NS(=O)(=O)c1ccc(F)cc1
-5.9	-0.6	-2.8	-0.7	1.1	0.2	8.6	-0.8	0.3	-3.7	CCN1C(=O)[C@H]2[C@@H](c3ccc(-c4ccc(OC)cc4)cc3)N[C@@](Cc3ccccc3)(C(=O)OC)[C@H]2C1=O
.	3.2	2.2	0.2	-3.6	-2.3	3.6	-2.5	-2.4	-2.8	NC(=O)c1cccc(-c2cccc3nccn23)c1
6.5	5.7	3.3	1.8	-1.2	-2.9	5.8	-3.8	-0.8	0.3	CCOC(=O)C(Sc1cc(C)nc(N)n1)C(C)=O (configuration not stated)
4.3	2.0	-0.5	0.4	-4.9	14.3	-1.3	0.1	0.9	0.7	COc1ccc(C(=O)NCCCCCC(=O)O)cc1OC
-4.0	-2.6	-2.4	-2.0	-1.1	-5.0	2.7	-0.5	11.8	-2.1	CN(Cc1nc(-c2cccs2)no1)CC1(N2CCOCC2)CCCCC1
-2.8	1.2	-3.6	0.3	0.3	2.0	2.4	-1.9	18.3	-4.7	O=C(CCC(=O)N1CCN(Cc2ccccc2)CC1)Nc1nnc(C2CCCCC2)s1
-23.4	-9.6	-5.5	-0.7	5.0	-3.5	1.8	2.6	-4.2	-4.0	CN(CC(=O)Nc1cc(S(=O)(=O)N2CCCC2)ccc1Cl)Cc1ccc2c(c1)OCO2
-24.2	-2.0	0.0	-1.4	1.9	6.4	-5.5	3.2	1.5	4.3	COc1ccc(CCNC(=O)c2oc3ccc(OC)cc3c2C)cc1
0.5	-2.3	1.7	-1.7	-3.4	1.3	-4.2	1.2	3.9	8.3	COc1cc2nc(CN3CCN(S(=O)(=O)c4ccc(C)c(C)c4)CC3)[nH]c(=O)c2cc1OC
-0.3	1.0	-0.9	-0.2	1.6	1.3	2.9	-0.3	3.7	-6.0	O=C1CC(c2ccc(S(=O)(=O)N3CCN(c4ccccc4)CC3)cc2)CN1 (configuration not stated)
5.1	7.3	-0.3	0.7	1.6	-4.3	3.8	5.5	9.3	8.5	C=C(C)Cn1c(CCNC(=O)C(C)C)nc2ccccc21
2.2&-5.3	0.3&-3.2	0.6&-2.5	-1.4&-1.3	-0.6&2.6	-0.3&2.8	-5.9&4.1	-0.4&1.2	4.7&-12.6	2.6&-5.8	O=C(COc1ccc(Cl)cc1)N1CCN(Cc2ccc3c(c2)OCO3)CC1
4.5	3.3	-1.1	-2.2	-1.9	-1.2	7.5	0.2	8.9	4.0	COc1ccccc1Nc1ccc(S(=O)(=O)N2CCCCC2)cc1[N+](=O)[O-]
1.7	2.0	-0.8	-1.2	-4.0	-11.9	-7.4	4.4	-4.8	3.8	O=C(NCCc1ccccc1F)C1CC(=O)N(c2cccc(C(F)(F)F)c2)C1 (configuration not stated)
-3.0	2.2	2.0	-1.6	-5.1	7.1	-4.7	-0.3	-14.7	-0.8	Cc1ccc(-n2c(-c3cc(-c4ccco4)[nH]n3)n[nH]c2=S)c(Br)c1
5.8	-1.0	-0.1	-2.3	-0.4	0.7	5.5	-7.7	2.0	-3.7	CCCn1c(/N=C/c2cc(OC)ccc2O)nc2ccccc21
2.0	10.7	5.3	-1.7	-0.6	-0.5	4.4	-1.6	11.6	-4.1	N#CC(C#N)=C1CCCc2sccc21
41.2*	41.1*	7.6	-8.4	12.7	3.0	16.6	-3.8	1.7	-1.5	Cc1cc(/C=N/Nc2ccc([N+](=O)[O-])cn2)c(C)n1-c1ccc(C(=O)O)cc1
